HCV NS3 hel inh: inhibitors of Hepatitis C virus NS3 helicase; NS3 helicase DNA unwinding, Cy5 molecular beacon fluorescence; inhibition, % at 10.9 µM; 290,000 compounds, 0.56% hits; AID 1800;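 active = inhibition above the mean of all tested compounds plus 3 SD, set per campaign, cut at about 35% in these data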;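 also: 0% = DMSO wells and 100% = thioflavine S control wells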
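Compound dosing – single dose, 10.9 µM nominal final, DMSO 0.8% final · System – NS3 helicase fragment of HCV · Buffer or medium – MOPS pH 6.5, MgCl2, DTT, Tween20, BSA · Signal – Cy5 beacon fluorescence read at start and 1 h · Also added – annealed dual-labelled DNA beacon duplex, ATP-started · Schedule – 1 h at 25 °C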
IMP-1 inhibitor: blocks Pseudomonas aeruginosa IMP-1 metallo-beta-lactamase. purified IMP-1, nitrocefin hydrolysis, epi-absorbance fluorescence. inhibition, % at 5.6 µM. 290,000 compounds, 0.45% hits. AID 1556;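 active = inhibition above the mean plus 3 SD of all compounds in the same screening run, cut at about 4.5% in these data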;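 also: 0% = IMP-1 with DMSO and 100% = DMSO wells lacking enzyme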
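Test system: recombinant IMP-1 enzyme, purified / Medium: HEPES buffer pH 7.1 with ZnSO4 and Brij 35 / Doses: single dose, 5.6 µM / Times: 25 °C, 15 min preincubation, 25 min reaction / Detection: Epi-absorbance via hydrolysed-nitrocefin quenching of white-plate fluorescence, 480/530 nm, EDTA stop / Evaluation: percent inhibition from optical density relative to buffer-blank wells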
IDE cell activ: IDE (human) activation, cell-based; HEK cells, FAbeta-B cleavage, fluorescence polarization; 0% vehicle, 100% cell-free pure enzyme wells; 340,000 compounds, 0.073% hits; P14735; activation, % at 5.96 µM;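 active = activation above the mean of all tested compounds plus 3 SD, set per screening campaign, cut at about 17% in these data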
UBC9 SUMO inh: inhibitors of human SUMOylation (UBC9); P63279; HTRF SUMOylation assay, SAE1/SAE2 + UBC9, in vitro; inhibition, % at 35 µM; 290,000 compounds, 0.36% hits; AID 2006; in the data active = inhibition above about 50%, passing the limit was not always enough; also: strong numbers were not always called active
Target sequence (P63279 whole entry, looked up): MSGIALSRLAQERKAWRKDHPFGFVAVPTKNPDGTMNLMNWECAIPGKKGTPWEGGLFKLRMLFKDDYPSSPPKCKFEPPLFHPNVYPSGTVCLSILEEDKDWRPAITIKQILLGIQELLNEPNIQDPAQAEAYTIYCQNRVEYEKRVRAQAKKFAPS
pCIP destab: p/CIP protein destabilization; F442A p/CIP-EGFP cells, EGFP fluorescence, 16 h; 290,000 compounds, 0.01% hits; decrease of EGFP signal, % at 10 µM; Q05BA5;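 active = EGFP signal decrease of at least 30% at 10 µM or well 3 SD below plate mean, unless failing retest; inactive = the rest, including hits failing retest or dose response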; also: some compounds called inactive have numbers as strong as hits; many of its hits are not listed in these tables
FID counter: displaces DNA intercalator in HCV helicase counter-screen. DNA fluorescent intercalator displacement, fluorescence. inhibition, % at 7.9 µM. 290,000 compounds, 0.17% hits; in the data active = inhibition above about 37%;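 also: 0% = vehicle and 100% = reference compound; higher means more ethidium bromide displaced from hairpin DNA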
PHOSPHO1 inh: blocks human PHOSPHO1 phosphatase activity. Q8TCT1. inhibition, % at 13.3 µM. recombinant PHOSPHO1, absorbance phosphatase assay. AID 1565. 290,000 compounds, 1.1% hits; in the data active = inhibition above about 60%
Target sequence (Q8TCT1 whole entry, looked up): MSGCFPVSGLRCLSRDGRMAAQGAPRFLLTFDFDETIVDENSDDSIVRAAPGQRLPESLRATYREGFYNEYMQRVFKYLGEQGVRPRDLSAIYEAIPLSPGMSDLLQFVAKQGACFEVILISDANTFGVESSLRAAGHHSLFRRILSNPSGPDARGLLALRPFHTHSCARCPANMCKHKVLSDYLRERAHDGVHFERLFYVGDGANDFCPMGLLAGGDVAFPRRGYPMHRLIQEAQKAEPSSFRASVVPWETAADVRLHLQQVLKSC
MEKK3 PB1 HTS: raises or lowers MEK5 binding to the human MEKK3 PB1 domain; binding response (% of control), % at 10 µM; 290,000 compounds, 1.4% hits; bead-based flow cytometry, Alexa488-MEK5 binding to MEKK3; actives lie on both sides; 0 = blocked by unlabeled MEK5, 100 = vehicle; AID 1529;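 active = binding response more than 3 SD above or below the average of its plate-row segment, actives on both sides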;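 also: Alexa488 bead fluorescence after subtracting the streptavidin-only scavenger bead signal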
Target sequence (Q99759 whole entry, looked up, the tested form may be a part): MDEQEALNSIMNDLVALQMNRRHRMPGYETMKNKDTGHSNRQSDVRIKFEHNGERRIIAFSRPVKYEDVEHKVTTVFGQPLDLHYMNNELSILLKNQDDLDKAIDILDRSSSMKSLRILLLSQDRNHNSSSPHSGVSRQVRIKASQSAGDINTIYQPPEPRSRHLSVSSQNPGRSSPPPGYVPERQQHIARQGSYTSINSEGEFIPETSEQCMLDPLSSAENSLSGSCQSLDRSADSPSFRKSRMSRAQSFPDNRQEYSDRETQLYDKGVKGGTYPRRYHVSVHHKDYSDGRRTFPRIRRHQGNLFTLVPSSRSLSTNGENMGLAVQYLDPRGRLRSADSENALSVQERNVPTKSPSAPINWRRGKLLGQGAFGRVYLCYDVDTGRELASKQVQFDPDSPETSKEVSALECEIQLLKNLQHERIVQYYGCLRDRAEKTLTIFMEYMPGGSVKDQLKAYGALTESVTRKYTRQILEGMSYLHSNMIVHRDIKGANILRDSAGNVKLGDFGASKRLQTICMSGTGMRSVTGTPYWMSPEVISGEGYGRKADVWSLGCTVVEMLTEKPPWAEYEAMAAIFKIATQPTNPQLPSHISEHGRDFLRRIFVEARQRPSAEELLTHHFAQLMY
VIM-2 inh: inhibitors of Pseudomonas aeruginosa VIM-2 metallo-beta-lactamase | purified VIM-2, nitrocefin hydrolysis, epi-absorbance fluorescence | inhibition, % at 5.6 µM | 290,000 compounds, 0.89% hits | AID 1527;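 active = inhibition above the mean of all tested compounds plus 3 SD, cutoff set per screening run, cut at about 7.5% in these data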;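 also: red hydrolysis product quenches plate fluorescence so inhibitors raise well fluorescence; 0% = enzyme with DMSO and 100% = DMSO without enzyme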
Numbers without * were called inactive; · = no result given; [ ] = dose if it differs, or a comment. The list is partial; count on the stated rates, not on these rows.

SMILES	HCV NS3 hel inh	IMP-1 inhibitor	IDE cell activ	UBC9 SUMO inh	pCIP destab	FID counter	PHOSPHO1 inh	MEKK3 PB1 HTS	VIM-2 inh
COC(=O)c1ccc(OC)c(OC)c1Cl	0.2	-2.5	4.8	-1.9	-8.0	-4.0	20.3	104.0	-2.9
Cc1cccc(NCC(=O)N/N=C\c2cccc(Oc3ccccc3)c2)c1	-10.4	-3.6	6.3	-7.0	-2.2	-9.0	-1.1	100.0	-6.9
N=C(N)c1ccc(O)cc1	1.6	-2.9	4.9	18.3	-7.2	1.7	5.3	101.0	-3.2
CC(Oc1ccc(Cl)cc1Cl)c1ccnc(N)n1 (stereo not given)	3.6	-2.6	0.3	-4.1	25.2	-5.3	3.5	99.0	-2.5
Cc1ccc(CN2CCNC(=O)C2CC(=O)O)o1 (stereo not given)	0.9	-3.5	9.0	8.3	4.3	2.0	4.7	105.0	-5.5
COCCN(Cc1ccccc1)C(=S)Nc1ccc(Cl)cc1	-4.1	-3.3	-0.8	3.1	-9.3	-7.4	1.8	109.0	-0.8
O=C(Nc1ccc(S(=O)(=O)N2CCCCC2)cc1)c1ccc(CN2CCOCC2)cc1	-3.8	-2.4	2.2	-5.9	-16.6	-5.7	-5.6	74.0*[inhibitor]	-1.8
O=C(NCc1cccc(Cl)c1)c1cnn2c1NC(c1ccco1)CC2C(F)(F)F (stereo not given)	-2.4	0.5	-2.1	18.6	-8.3	-21.3	-11.4	106.0	-2.3
O=C(CSCCc1ccccn1)Nc1ccccn1	0.8	-1.6	0.6	-17.3	-1.8	-3.0	31.8	100.0	-3.2
COc1cc(OC)c(NS(=O)(=O)c2c(C(=O)N3CCCCC3)c(C)n(C)c2C)cc1Cl	-0.7	-0.9	1.4	27.0	0.5	-8.9	18.1	101.0	0.7
CC1=C(C)CC2C(=O)N(c3cccc4ccccc34)C(=O)C2C1 (stereo not given)	2.7	-4.1	-4.6	-3.8	-2.4	-13.6	-2.0	100.0	-4.1
Cc1cc(C)c2c(C)nn(C3CCCCC3)c2n1	-2.8	-2.4	9.7	4.2	6.1	1.6	-10.4	105.0	-2.9
CCn1cc(C(=O)NCCc2ccc(OC)cc2)c(=O)c2ccc(C)nc21	-6.7	-3.4	2.2	3.0	1.7	-33.5	-5.0	99.0	-3.4
CC(C(=O)N(C)C1CCS(=O)(=O)C1)N1C(=O)/C(=C/c2ccco2)SC1=S (stereo not given)	17.2	2.4	3.8	12.7	-23.4	-29.2	-22.3	96.0	-3.2
CN(C)/C=N/n1cnc2ccccc2c1=O	8.5	-3.6	7.3	15.6	-8.4	-3.4	21.9	91.0	-4.1

A section of the results above, as a working copy:
SMILES	HCV NS3 hel inh	IMP-1 inhibitor	IDE cell activ	UBC9 SUMO inh	pCIP destab	FID counter	PHOSPHO1 inh	MEKK3 PB1 HTS	VIM-2 inh
CCn1cc(C(=O)NCCc2ccc(OC)cc2)c(=O)c2ccc(C)nc21	-6.7	-3.4	2.2	3.0	1.7	-33.5	-5.0	99.0	-3.4
CC(C(=O)N(C)C1CCS(=O)(=O)C1)N1C(=O)/C(=C/c2ccco2)SC1=S (stereo not given)	17.2	2.4	3.8	12.7	-23.4	-29.2	-22.3	96.0	-3.2
CN(C)/C=N/n1cnc2ccccc2c1=O	8.5	-3.6	7.3	15.6	-8.4	-3.4	21.9	91.0	-4.1

The results go on.
SMILES	HCV NS3 hel inh	IMP-1 inhibitor	IDE cell activ	UBC9 SUMO inh	pCIP destab	FID counter	PHOSPHO1 inh	MEKK3 PB1 HTS	VIM-2 inh
Cc1sc2ncnc(NCCCN3CCCC3=O)c2c1C	1.2	-2.4	2.7	-7.7	1.5	-12.6	-110.0	104.0	2.2
O=C(NCCc1c[nH]c2ccccc12)c1c(Cl)nc2sccn12	6.3	-5.7	2.2	-8.8	-2.1	7.1	-1.5	92.0	-2.0
COc1ccc(N2C(C)=CS/C2=C(/C#N)c2nnc(N3CCOCC3)n2-c2ccccc2)cc1	9.8	-4.1	4.3	-6.1	7.5	-26.2	23.4	·	-2.0
COc1cccc(NC(=S)NCc2ccccn2)c1	-4.5	-4.1	-0.9	8.2	-17.4	1.8	1.9	143.0*	-4.8
COc1ccc(S(=O)(=O)NC2CCCCC2)c(C)c1C	4.0	-0.8	-0.2	-2.9	-15.4	-26.2	6.3	95.0	1.8
Cc1ccc(-n2c(SCC(=O)N3CCOCC3)nc(O)c(Cc3ccccc3)c2=O)cc1	0.2	3.3	-3.6	18.4	-6.3	-33.8	22.6	103.0	-2.2
Cn1c(=O)c2c(nc(Br)n2Cc2ccccc2Cl)n(C)c1=O	3.3	-3.7	-0.4	15.7	3.1	-6.9	-14.7	107.0	-1.5
CN(C)CCCOC(=O)c1ccc(Cl)cc1Cl	-5.8	-2.1	1.6	-23.3	13.7	8.3	4.7	105.0	-1.4
O=C(Nc1nc2c(s1)CCc1ccccc1-2)c1cccs1	6.0	-4.5	3.8	16.1	3.7	1.8	43.1	101.0	1.8
O=C(/C=C/c1ccc(F)cc1)c1cc(Br)ccc1O	-6.6	-3.8	-1.6	6.0	-5.4	-2.7	24.0	100.0	-2.8
O=C(c1ccco1)N1C(=O)c2cccc3c(S(=O)(=O)N4CCCC4)ccc1c23	2.9	-0.9	-4.9	25.6	-13.4	-3.1	-65.0	98.0	0.7
CCN(CC)C(=O)C1CCCN(C(=S)Nc2cccc3ccccc23)C1 (stereo not given)	-13.3	-1.5	5.9	31.7	1.3	2.5	8.3	98.0	-2.4
Cc1nc2ccccc2c(=O)n1/N=C/c1ccccn1	2.7	-2.7	5.4	25.6	-11.4	0.0	13.2	110.0	-2.0
Nc1cc(=O)[nH]c(SCC(=O)N2CCCCC2)n1	4.0	0.2	1.8	6.8	-9.3	-5.8	-3.1	105.0	0.1
COc1ccc(C2CC(c3ccccc3)=NN2S(=O)(=O)c2ccccc2)cc1 (stereo not given)	5.1	-1.1	5.8	-7.0	-11.3	-18.2	32.2	20.0*[inhibitor]	0.3
COc1ccc(-n2c(O)c(/C=N/NS(=O)(=O)c3cccc([N+](=O)[O-])c3)c3ccccc3c2=O)cc1OC	-4.0	-2.6	-13.3	22.3	-6.7	-1.1	25.6	103.0	-3.0
CCOC(=O)c1nnn(-c2nonc2N)c1CSc1ccc(C)cc1	-10.1	-2.4	-1.2	-4.4	-12.2	-22.5	-0.4	102.0	-0.6
c1cncc(CNc2c3c(nc4nnnn24)CCCC3)c1	-2.4	-0.8	5.0	29.8	-3.1	-2.5	-1.0	103.0	-1.8
COc1ccc(C(=O)CSc2nc(N)nc(SC)c2C#N)cc1	3.8	0.6	-1.1	15.5	-25.6	-0.8	11.8	96.0	-4.0
CC1(C)CC(=O)C(CS(=O)(=O)c2ccccc2)=C(O)C1	1.7	-1.1	-4.6	6.5	-12.2	-7.5	-154.9	103.0	-1.6
COc1cc2c(cc1OC)CN(Cc1cc(OC)c3c(c1)OCO3)CC2	16.3	-2.0	6.7	-8.7	3.0	-1.2	0.0	105.0	-1.1
CC(=O)NC1(C(F)(F)F)C(=O)Nc2c1c(=O)[nH]c(=O)n2CC(C)C (stereo not given)	-7.6	-0.7	3.0	12.8	-1.2	-2.1	37.8	95.0	-1.3
CN1CCN(S(=O)(=O)c2cccc(C(=O)Oc3ccc(Br)cc3F)c2)CC1	-44.6	-1.7	3.3	-2.5	-4.8	14.0	-16.3	113.0	-0.2
Cc1ccc(S(=O)(=O)N2CCCCC2)cc1NC(=O)C1CCCO1 (stereo not given)	-8.9	-0.6	9.1	-9.7	5.1	-4.4	1.1	100.0	-1.6
CN(N=Nc1cccc([N+](=O)[O-])c1)c1cccc([N+](=O)[O-])c1	1.5	-2.8	3.7	13.1	6.8	2.2	-4.6	107.0	-1.2
Cc1ccc(CN2CCCC(C(=O)N3CCCC3)C2)cc1 (stereo not given)	12.0	-4.3	0.0	0.0	-5.7	-2.1	35.1	107.0	-1.4
Cn1ncc(Cl)c1C(=O)Nc1nc2ccc(Cl)cc2s1	0.5	-1.8	1.7	-11.9	4.3	-5.2	10.8	94.0	-0.2
O=C(c1ccc(S(=O)(=O)N2CCc3ccccc3C2)cc1)N1CCCCC1	-1.6	-2.1	3.0	5.0	-4.8	-22.1	10.8	·	0.1
COc1ccc(S(=O)(=O)N2CCOCC2)cc1NC(=O)[C@@H]1CCCN1C(=O)c1cccs1	-4.7	-2.3	3.2	8.0	1.8	-6.0	-24.1	100.0	-3.3
C=CCSc1nsc(NC(=O)Nc2ccc(F)cc2)n1	2.9	0.7	0.1	-9.4	-21.6	1.6	24.7	91.0	-0.1

Some values from the results shown:
`CN(N=Nc1cccc([N+](=O)[O-])c1)c1cccc([N+](=O)[O-])c1` @ pCIP destab = 6.8
`C=CCSc1nsc(NC(=O)Nc2ccc(F)cc2)n1` @ VIM-2 inh = -0.1

Following part.
SMILES	HCV NS3 hel inh	IMP-1 inhibitor	IDE cell activ	UBC9 SUMO inh	pCIP destab	FID counter	PHOSPHO1 inh	MEKK3 PB1 HTS	VIM-2 inh
COc1ccc(NS(=O)(=O)c2cccc(NC(=O)c3ccc(Cl)nc3)c2)cc1	7.5	0.1	1.2	-7.2	-16.4	-5.1	37.8	100.0	-2.3
COc1ccc(C2=C(C=C(C#N)C#N)C(c3ccccc3C)c3ccccc3O2)cc1OC (stereo not given)	-0.9	-4.0	0.4	-8.0	-6.8	-19.0	-14.4	105.0	-2.5
COc1cc(NC(=O)c2cnc(N)o2)cc(C(=O)Nc2cccc(C(F)(F)F)c2)c1	·	·	-4.0	-7.9	-5.0	·	44.1	111.0	·
COc1ccc2c(c1OC)C(=O)N(c1ccc(C)cc1)C2	27.0	0.7	-1.1	25.8	14.1	-14.0	15.0	76.0	3.5
CCC(C)C(NC(=O)OCc1ccccc1)C(=O)OCN1C(=O)c2ccccc2C1=O (stereo not given)	-4.5	-3.4	-0.4	-8.0	-3.8	-21.0	29.2	107.0	-2.8
CCC[C@@H](NS(=O)(=O)c1ccc(C)cc1)C(=O)Oc1ccc2c3c(c(=O)oc2c1)CCC3	6.8	-1.9	1.8	-7.7	-8.6	-2.9	-1.8	102.0	7.1
COc1ccccc1/C=C/C(=O)OC(C)CN1CCCCC1 (stereo not given)	-2.4	-6.3	-0.7	-10.6	-5.0	8.3	23.9	106.0	-2.2
CCOC(=O)C1C(=O)CC(O)(c2ccccc2)CC1c1ccccc1 (stereo not given)	-7.4	1.8	6.0	9.5	-7.7	-14.7	27.2	109.0	0.3
COc1ccccc1N1CCN(C(=O)c2cc(=O)c3ccc(C)cc3o2)CC1	-6.3	-1.8	2.0	15.8	-12.5	-34.2	7.1	108.0	0.3
O=C(NN=C1C2CC3CC(C2)CC1C3)c1ccccc1O	0.0	-2.8	-0.8	9.7	-15.0	-8.1	18.9	104.0	-4.2
CCOC(=O)C1=C(O)/C(=C\c2cc(C)n(-c3ccc(F)cc3)c2C)N=C1C	24.4	-1.2	0.7	7.2	-9.8	-16.4	6.4	99.0	-2.3
COc1ccc(-c2ccc(-c3noc(C)n3)c(OC)n2)cc1	-0.9	-0.1	-9.2	10.8	0.7	-2.9	20.0	105.0	-2.5
CCOc1ccc(N2CC(C(=O)N3CCCCC3)CC2=O)cc1 (stereo not given)	-0.8	-0.4	-2.3	-1.8	-13.7	-12.7	-32.3	98.0	-2.1
